# Assay outcomes from PubChem.
# HepG2 tox – qHTS for Inhibitors of TGF-b: Cytotox Counterscreen. HepG2 CAGA-GFP viability, ATP luminescence, 18 h. Potency, µM (titrated, usually from 46.1 µM), for the others: at the top dose activity change, negative = cytotoxicity, actives largely listed as cytotoxic. 410,000 tested, 0.76% active. AID 588856, 2011; further: potency means the concentration at half of the fitted maximal effect; some results filed as inactive show a strong effect at the top dose
#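 HepG2 CAGA-GFP cells (1000/well, DMEM with 1% FBS) received compound, then TGF-beta at 500 pg/mL final, and were incubated 18 hours at 37 degrees C. Viability was read by CellTiter-Glo luminescence. Media-only wells were set as complete cell-killing and DMSO as no toxicity.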
# IL1B secr inh – qHTS for Inhibitors of Inflammasome Signaling: IL-1-beta AlphaLISA Primary Screen. THP-1 LPS/ATP IL-1B secretion, AlphaLISA, 16 h; active compounds read low. activity change, % at 57.5 µM. 360,000 tested, 4.7% active. AID 743279, 2014; in the data active means activity change below about -50%; inconclusive means mostly about -30% to -49%; further: on the % scale 0 is the no-effect control and ±100 the full control effect
#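 THP-1 cells pretreated 1 hr with compounds (up to 57.5 uM final), then stimulated with LPS (250 ng/mL final) plus ATP (1.25 mM final); secreted IL-1B measured by AlphaLISA after 16 hr, decreased signal indicating inhibition.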
# Nrf2 ARE act – qHTS of Nrf2 Activators. AREc32 ARE-luciferase reporter (MCF7-derived line), luminescence, 24 h. AID 624171, 2012. 410,000 tested, 0.31% active. Potency, µM (top dose mostly 46.1 µM), for the others: at the highest dose activation, actives largely listed as activators; further: potency means the concentration at half of the fitted maximal effect; % of control where 0% means no effect; nearly all actives have a fitted effect of over 65% in size
#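 Nrf2 activation is followed as ARE-luciferase induction in the AREc32 line after one day of compound treatment; luminescence is read with Steady-Glo.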
# Nrf2 block – Nrf2 qHTS screen for inhibitors; A549 ARE-Fluc reporter, luciferase luminescence, 18-24 h; Potency, µM (doses to about 46 µM), for the others: top-dose activity change, negative = inhibition, actives largely listed as inhibitors; 360,000 tested, 2.1% active; further: potency means the concentration at half of the fitted maximal effect; on the % scale 0 is the no-effect control and ±100 the full control effect; nearly all actives have a fitted effect of over 60% in size
#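 Nrf2 function is reported as luminescence of an ARE-controlled luciferase in A549 cells. Compounds were tested at several concentrations, and a CellTiter-Fluor read on the same wells flagged cytotoxicity.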
# MCF10A rereplic – A quantitative high throughput screen for small molecules that induce DNA re-replication in MCF 10a normal breast cells; MCF 10A DNA re-replication, Hoechst nuclear intensity, 48 h; Potency, µM (series often up to 46.1 µM), without a hit: top-dose activity, positive = re-replication, actives largely listed as activators; 350,000 tested, 2.9% active; further: potency means the concentration at half of the fitted maximal effect; % of control where 0% means no effect; nearly all actives have a fitted effect of over 50% in size
# A549 viability – Nrf2 qHTS screen for inhibitors: counterscreen for cytotoxicity; A549 ARE-Fluc cells, CellTiter-Fluor viability, 18-24 h; Potency, µM (series often up to 46 µM), for inactives: top-dose activity change, negative = cytotoxicity, most hits filed as inhibitors; 390,000 tested, 0.16% active; AID 504648, 2011; further: potency means the concentration at half of the fitted maximal effect; on the % scale 0 is the no-effect control and ±100 the full control effect
#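 A549 ARE_Fluc cells in 5% FBS OPTI-MEM were exposed to compounds in concentration-response for 18-24 h at 37 deg C. Viability was read by CellTiter-Fluor fluorescence (Ex 405/Em 525) after 30 min, before the luciferase read.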
# ATXN viability – Viability Counterscreen for Primary qHTS for Inhibitors of ATXN expression; S2 cells (HEK-293 line with an ATXN2-luciferase reporter) viability, CellTiter-Fluor protease fluorescence, 24 h; Potency, µM (series often up to 56.7 µM), most hits filed as cytotoxic; 400,000 tested, 0.49% active; AID 651635, 2014; further: potency means the concentration at half of the fitted maximal effect; nearly all actives have a fitted effect of over 40% in size
# TGFb SMAD3 inh – qHTS for Inhibitors of TGF-b; HepG2 CAGA-GFP TGF-b/SMAD3 reporter, GFP fluorescence, 18 h; TGF-beta stimulated, 500 pg/mL final; Potency, µM (highest dose often 46.1 µM), inactives show top-dose activity, negative = inhibition, usual class: inhibitors; 410,000 tested, 1.2% active; further: potency means the concentration at half of the fitted maximal effect; on the % scale 0 is the no-effect control and ±100 the full control effect; nearly all actives have a fitted effect of over 65% in size
#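 Inhibition of TGF-beta-driven CAGA-GFP reporter expression in HEPG2 cells is measured by cellular GFP fluorescence after 18 h stimulation with 500 pg/mL recombinant TGF-beta in 1% FBS medium at 37 degrees C.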
# ATXN2 expr inh – Primary qHTS for Inhibitors of ATXN expression. HEK-293 ATXN2-luciferase reporter, luminescence, 24 h. Potency, µM (series often up to 57 µM), for the others: at the highest dose activity change, negative = inhibition, usual class: inhibitors. 360,000 tested, 0.72% active; further: potency means the concentration at half of the fitted maximal effect; on the % scale 0 is the no-effect control and ±100 the full control effect; nearly all actives have a fitted effect of over 55% in size
#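 ATXN2-luciferase reporter cells (luciferase flanked by upstream and downstream ATXN2 gene portions) were treated 24 h at 37 °C with compounds at up to 57 uM. SteadyGlo luminescence gave expression; GF-AFC fluorescence gave viability.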
# * marks the source's active call; other numbers are inactive results; i = inactive; ? = inconclusive; · = no result given; [ ] = remark or other dose. Unless noted, the call rests on the fitted dose curve; in most records, active means well fitted curve in the direction sought with a large enough effect; inconclusive means small, poorly fitted or top-dose-only effect, or another doubt; inactive means no such curve, though single readings can be large; an effect the other way counts as inactive or inconclusive.
[1] CCOc1cc(NC(=O)c2ccccn2)c(OCC)cc1NC(=O)c1ccc(Cl)cc1
[2] CCCCS(=O)Cc1ccccc1 (stereo unspecified)
[3] COc1ccc(NS(=O)(=O)c2cc(NC(=O)c3cccs3)ccc2N2CCOCC2)cc1
[4] CCOC(=O)C1(C)CCCN(C(=O)c2ccccc2)C1 (stereo unspecified)
[5] O=C1N(Cc2cccc(Cl)c2)C[C@@H]2C[C@@H](c3cccc4ncccc34)N3CCC[C@@]123
[6] CCN1CCN(c2cc(C)c3cc(NC(=S)NCCCOC)ccc3n2)CC1
[7] Cc1ccc(NC(=O)Cn2cc(S(=O)(=O)Cc3ccc(F)cc3)c3ccccc32)cc1Cl
[8] CCOC(=O)C(=O)N(CC)C1CCS(=O)(=O)C1 (stereo unspecified)
assay / compound	1	2	3	4	5	6	7	8
HepG2 tox	7.4%	-25.4%	1.9%	-38.4%	-22.8%	-8.0%	-42.0%	-7.2%
IL1B secr inh	29.3	-4.3	-26.5	-3.0	-74.1*	-10.3	·	·
Nrf2 ARE act	2.9%	-0.5%	0.6%	-0.8%	2.2%	-0.7%	-0.3%	4.8%
Nrf2 block	-2.3%	-11.0%	-27.7%	·	-5.2%	5.4%	?	0.9%
MCF10A rereplic	1.7%	-5.4%	?	·	15.3%	?	·	0.2%
A549 viability	-3.8%	-6.5%	-16.1%	·	3.1%	0.9%	-6.9%	2.8%
ATXN viability	?	?	?	i	i	?	·	i
TGFb SMAD3 inh	5.4%	9.5%	8.4%	-9.2%	?	-3.0%	?	-3.6%
ATXN2 expr inh	·	4.3%	·	5.2%	-34.9%	·	·	4.7%

[9] COc1ccccc1-c1coc2c(CN3CCN(C)CC3)c(O)ccc2c1=O
[10] COc1ccc(NC(=O)CSc2nnc(C)n2C2CCCCC2)cc1
[11] COC(=O)c1ccc(NC(=O)c2cnn(-c3ccc(Cl)cc3)c2C2CCN(C(=O)OC(C)(C)C)CC2)cc1
[12] Cc1[nH]c2ccccc2c1/C=N\NC(=O)CNc1ccc2c(c1)OCO2
[13] Cc1cccc(NS(=O)(=O)c2ccc3c(c2)NC(=O)CC(=O)N3)c1
[14] COc1ccc(C2C(C(=O)NCc3ccccn3)c3cc(OC)c(OC)cc3C(=O)N2C)cc1 (stereo unspecified)
[15] O=C(CSc1ncc(-c2ccccc2)n1C1CCCC1)N1CCc2ccccc21
[16] O=C(CN1CCN(C2CCCCC2)CC1)c1c[nH]c2ccccc12
assay / compound	9	10	11	12	13	14	15	16
HepG2 tox	-9.8%	-28.6%	-4.5%	-9.7%	-8.8%	-27.9%	-27.1%	-22.5%
IL1B secr inh	-10.7	3.3	·	1.0	4.7	37.9	-61.4*	1.2
Nrf2 ARE act	4.3%	-0.1%	-0.3%	-0.2%	0.4%	6.7%	2.6%	1.6%
Nrf2 block	4.3%	-16.7%	?	5.7%	-4.4%	9.2%	11.3%	8.4%
MCF10A rereplic	0.4%	5.5%	·	-1.6%	-1.3%	2.7%	-0.2%	-0.5%
A549 viability	-7.6%	-13.7%	4.3%	-3.8%	1.8%	-0.4%	-7.4%	1.4%
ATXN viability	i	i	·	i	i	i	?	i
TGFb SMAD3 inh	-1.9%	5.4%	?	-1.5%	-2.2%	2.0%	?	0.9%
ATXN2 expr inh	-23.5%	-3.4%	·	-10.1%	·	-10.4%	?	-6.7%

# 2 entries from above in a different format:
no.	compound	HepG2 tox	IL1B secr inh	Nrf2 ARE act	Nrf2 block	MCF10A rereplic	A549 viability	ATXN viability	TGFb SMAD3 inh	ATXN2 expr inh
15	O=C(CSc1ncc(-c2ccccc2)n1C1CCCC1)N1CCc2ccccc21	-27.1%	-61.4*	2.6%	11.3%	-0.2%	-7.4%	?	?	?
14	COc1ccc(C2C(C(=O)NCc3ccccn3)c3cc(OC)c(OC)cc3C(=O)N2C)cc1 (stereo unspecified)	-27.9%	37.9	6.7%	9.2%	2.7%	-0.4%	i	2.0%	-10.4%

# Following part
[17] CCc1nnc(NS(=O)(=O)c2ccc(Nc3ccc([N+](=O)[O-])c4nonc34)cc2)s1
[18] CCc1c(C)nc2ncnn2c1N1CCC(C(=O)NCc2cccc(OC)c2)CC1
[19] CC(=O)N1CCOc2cc(S(=O)(=O)N(C)Cc3ccccc3)c(Cl)cc21
[20] CCOc1ccc(NC(=O)CN(C)C(=O)c2cc(C)on2)cc1OCC
[21] CCn1c(=O)c2cc(C(=O)NCc3ccc(F)cc3Cl)sc2c2ccccc21
[22] O=C(Nc1cnc2sccn2c1=O)c1ccccc1Cl
[23] O=S(=O)(CCc1nc2ccccc2o1)c1ccc(Cl)cc1
[24] NC(=O)CC(NC(=O)Cc1ccc(Br)cc1)c1ccc(NCCc2ccccc2F)c([N+](=O)[O-])c1 (stereo unspecified)
assay / compound	17	18	19	20	21	22	23	24
HepG2 tox	-2.2%	-0.1%	-0.5%	7.2%	7.4%	-19.4%	8.2%	3.5%
IL1B secr inh	-20.4	-17.3	·	1.1	·	-2.8	-0.9	0.9
Nrf2 ARE act	2.2%	-0.2%	-0.7%	-0.3%	-0.4%	11.2µM*	-0.6%	0.5%
Nrf2 block	-26.9%	·	19.5%	14.2%	16.9%	2.8%	11.5%	-13.6%
MCF10A rereplic	-1.3%	0.1%	·	1.3%	·	19.9%	11.4%	-4.1%
A549 viability	23.1µM*	7.5%	1.0%	-0.4%	-9.0%	10.0%	10.0%	-7.8%
ATXN viability	·	i	i	i	i	i	i	i
TGFb SMAD3 inh	-6.4%	-22.9%	30.4%[activator]	-9.3%	25.6%	-9.6%	-9.1%	9.1%
ATXN2 expr inh	-11.6%	-3.6%	-3.1%	12.0%	3.6%	9.3%	-9.1%	-23.6%

[25] CCn1ccc(C(=O)Nc2ccc3c(c2)CCC3)n1
[26] Cc1cc(N2CCCC2)c(C)cc1C=O
[27] O=C(COc1coc(CN2CCCc3ccccc32)cc1=O)Nc1ccc([N+](=O)[O-])cc1
[28] Cc1c(OC(C(=O)O)c2ccccc2)ccc2c3c(c(=O)oc12)CCC3 (stereo unspecified)
[29] O=C(c1ccccc1)N1CCCCC(Sc2nnc3ccccn23)C1=O (stereo unspecified)
[30] O=C(Nc1ccc(Cl)cc1)c1cc(S(=O)(=O)N2CCCc3ccccc32)ccc1F
[31] CC(C)(C)NC(=O)NC(=O)COC(=O)COc1ccc(Cl)cc1Cl
[32] COC(=O)c1cn(NC(=O)c2ccc(OC)c([N+](=O)[O-])c2)c(=O)c2ccccc12
assay / compound	25	26	27	28	29	30	31	32
HepG2 tox	-12.3%	-13.1%	-12.1%	3.8%	2.9%	-26.7%	3.1%	-8.6%
IL1B secr inh	-12.8	-2.6	40.8	45.5	0.0	·	8.4	-12.5
Nrf2 ARE act	0.5%	-0.8%	6.7%	0.4%	-0.1%	0.4%	0.2%	-0.1%
Nrf2 block	?	6.1%	13.0%	8.5%	?	·	-6.3%	-16.3%
MCF10A rereplic	8.6%	0.1%	?	-3.9%	1.5%	·	-3.7%	-0.8%
A549 viability	-1.5%	2.6%	-1.4%	-0.4%	-1.7%	5.0%	0.6%	-8.4%
ATXN viability	i	i	i	i	i	·	i	i
TGFb SMAD3 inh	0.2%	-10.5%	-5.4%	-6.9%	-1.1%	?	-3.5%	21.2%
ATXN2 expr inh	6.6%	-12.1%	-13.0%	21.5%	10.3%	·	0.1%	-16.0%

[33] CC1CCCC(NS(=O)(=O)c2cccc3nsnc23)C1C (stereo unspecified)
[34] CNC(=O)c1cc2ncc(C(F)(F)F)cc2s1
[35] Cc1c(C(=O)N2CCN(CCc3ccccn3)CC2)oc2ccc(Cl)cc12
[36] CCC(=O)N(CCc1ccccc1)Cc1cc2cccc(C)c2[nH]c1=O
[37] C/C(=N\NC(=S)Nc1ccc(C)cc1)c1cccc(N)c1
[38] CCCS(=O)(=O)NC(=O)C1(C)CCCN(C(=O)c2cncc(Br)c2)C1 (stereo unspecified)
[39] COc1ccccc1N(C(=O)c1snc(C(N)=O)c1N)C(C(=O)NCc1ccccc1)c1ccc(O)cc1 (stereo unspecified)
[40] O=C(COC(=O)c1ccc(F)c([N+](=O)[O-])c1)NC(=O)NCc1ccccc1
assay / compound	33	34	35	36	37	38	39	40
HepG2 tox	2.6%	-5.9%	-13.6%	1.3%	-4.4%	-0.2%	-1.6%	-43.0%
IL1B secr inh	-1.7	-2.4	-12.0	-10.4	33.8	10.9	-72.4*	-98.8*
Nrf2 ARE act	0.3%	4.3%	0.3%	-0.4%	4.7%	0.3%	0.0%	?
Nrf2 block	-7.0%	20.1%	-23.8%	-1.1%	13.2%	·	3.5%	1.5%
MCF10A rereplic	0.1%	11.9%	1.0%	0.4%	13.2%	·	?	20.6µM*
A549 viability	1.0%	1.5%	8.3%	3.3%	14.0%	·	-2.6%	2.0%
ATXN viability	i	i	i	i	i	i	i	?
TGFb SMAD3 inh	-6.2%	-0.1%	-9.4%	-3.2%	10.3%	-4.0%	-27.3%	?
ATXN2 expr inh	-7.7%	0.7%	-7.3%	·	88.8%[activator]	9.1%	0.9%	?

[41] Cn1nnnc1SCC(=O)NCCc1ccc(Cl)cc1
[42] COc1ccc(-c2cnc(SCCNC(=O)c3ccc4c(c3)OCO4)[nH]2)cc1
[43] CC(OC(=O)C1=COCCO1)C(=O)NC1CCCC(C)C1C (stereo unspecified)
[44] NC(=O)NC(=O)COC(=O)CCCSc1nc2ccccc2s1
assay / compound	41	42	43	44
HepG2 tox	15.8µM*	-1.7%	-43.0%	-2.0%
IL1B secr inh	-16.6	8.6	1.5	80.1
Nrf2 ARE act	-0.2%	0.0%	-0.1%	-2.1%
Nrf2 block	6.7%	-12.2%	·	?
MCF10A rereplic	3.2%	15.1%	·	0.9%
A549 viability	-2.8%	2.4%	·	-0.6%
ATXN viability	i	i	?	i
TGFb SMAD3 inh	-12.6%	-2.9%	1.9%	-2.6%
ATXN2 expr inh	-0.8%	2.3%	·	?
